MBNL1-CUG inh: inhibitors of human MBNL1 binding to CUG repeat RNA. TR-FRET MBNL1-His/biotin-(CUG)12 binding, 665/545 ratio. Potency, µM (titrated, usually from 57.5 µM), inactives show at the top dose activity change, negative = inhibition, usual class: inhibitors. 0.036% of 280,000 active; active = well fitted inhibition curve with a large enough effect in the signal ratio, with a control signal flat, not every such curve was filed as active; inconclusive = small, poorly fitted or top-dose-only effect, or effect the other way, or a change in a side signal; inactive = no such curve, though single readings can be large or run the other way; the % refers to the signal ratio; also: potency is read from the fitted curve at half-maximal effect; % is scaled to controls: 0 for no effect and ±100 for the full control effect
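Ratiometric TR-FRET (665 over 545 nm, excitation 340 nm) tracks disruption of MBNL1-His/biotin-(CUG)12 complex after 60 min at room temperature, with compounds at 92 nM to 58 uM final.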
ASM inhibitor: blocks human secretory acid sphingomyelinase; AID 504937; Potency, µM (top dose mostly 57.5 µM), inactives show top-dose activity change, negative = inhibition, most hits filed as inhibitors; placental ASM, HMU-PC fluorogenic substrate, 60 min; 0.006% of 340,000 active; P17405; also: potency is read from the fitted curve at half-maximal effect
Target sequence (P17405 47-631 limits assumed): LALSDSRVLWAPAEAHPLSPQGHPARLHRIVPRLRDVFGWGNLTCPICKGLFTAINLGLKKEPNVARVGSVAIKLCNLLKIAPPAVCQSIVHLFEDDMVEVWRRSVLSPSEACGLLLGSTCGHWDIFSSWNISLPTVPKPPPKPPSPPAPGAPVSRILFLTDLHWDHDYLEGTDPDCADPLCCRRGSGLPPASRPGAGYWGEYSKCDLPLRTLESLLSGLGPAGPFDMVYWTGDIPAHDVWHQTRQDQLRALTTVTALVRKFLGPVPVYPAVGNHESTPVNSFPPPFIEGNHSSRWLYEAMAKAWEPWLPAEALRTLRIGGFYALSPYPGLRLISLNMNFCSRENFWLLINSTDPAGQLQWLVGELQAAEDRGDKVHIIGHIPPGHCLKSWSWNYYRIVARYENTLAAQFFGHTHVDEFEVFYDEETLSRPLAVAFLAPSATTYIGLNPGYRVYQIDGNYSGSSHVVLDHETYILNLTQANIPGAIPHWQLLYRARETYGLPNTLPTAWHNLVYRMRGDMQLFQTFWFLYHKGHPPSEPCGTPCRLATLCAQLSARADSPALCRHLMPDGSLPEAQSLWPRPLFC
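Fluorescence read-out (Ex 386 nm, Em 447 nm) after stopping the reaction at pH 10. Enzyme: ASM from human placenta; substrate HMU-PC0, 9 uM final; 60 min, 37 °C. Compound preincubation 10 min, ambient temperature.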
AT treatment: potential ataxia-telangiectasia treatment; 0.19% of 320,000 active; Potency, µM (doses to about 57.5 µM), for the others: top-dose activation, usual class: activators; […] A-T fibroblasts, KAP-1 phosphorylation AlphaLISA; neocarzinostatin DNA damage 30 min before lysis; also: potency is read from the fitted curve at half-maximal effect; % of control where 0% means no effect; nearly all actives have a fitted effect of over 45% in size
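hTERT-immortalized A-T patient fibroblasts ([…]), 500 cells/well in OPTI-MEM, 1% FBS, got compounds for 60 min, then NCS for 30 min at 37C. Lysates were then assayed for phospho-KAP-1 by AlphaLISA (anti-pKAP1 donor, anti-KAP1 acceptor beads), 6 hr at 25C.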
CXXC DNA block: inhibitors of human MLL CXXC domain-DNA interaction. Q03164. MLL-CXXC / FITC-HOXA9 DNA fluorescence polarization. Potency, µM (doses to about 115 µM), inactives show at the highest dose activity change, negative = inhibition, actives largely listed as inhibitors. 0.037% of 290,000 active; active = well fitted inhibition curve with a large enough effect in the polarisation, with a control signal flat, not every such curve was filed as active; inconclusive = small, poorly fitted or top-dose-only effect, or effect the other way, or a change in a side signal; inactive = no such curve, though single readings can be large or run the other way; the % refers to the polarisation; also: potency is read from the fitted curve at half-maximal effect
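Fluorescence polarization: 7 uM MLL-CXXC (stock) preincubated 5 min with compounds, then 50 nM fluorescein-HOX-A9 DNA (stock) added; 30 min ambient. Buffer 50 mM Tris-HCl pH 7.5, 50 mM NaCl, 1 mM DTT, 0.05% BSA.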
a7 integrin act: activates integrin-mediated alleviation for muscular dystrophy. alpha7betagal myoblasts, beta-gal FDG fluorescence, 48 h. Potency, µM (doses to about 38.3 µM), for the others: at the top dose activation, usual class: activators. 0.064% of 350,000 active. AID 624291;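 also: potency is read from the fitted curve at half-maximal effect; 100% = response of the positive control SU9516; nearly all actives have a fitted effect of over 60% in size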
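alpha7betagal+/- myoblasts (passage 13, 250/well) treated 48 h at 37C with compounds at 1:260 dilution of DMSO stock. Lysed, then beta-galactosidase activity read as FDG fluorescence (ex 480/em 540) after 30 min, with pre-read for autofluorescence.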
KCNH2 3.1 inh: blocks the human KCNH2 3.1 channel isoform; U2OS KCNH2 3.1, thallium flux FluxOr; active compounds read low; activity change, % (tested at about 1.8 µM); 0.95% of 340,000 active; AID 720553;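 active = maximum activity change below -70%; inconclusive = maximum activity change from -70% to -50%; inactive = maximum activity change above -50%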;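 also: thallium influx rate constant from kinetic fluorescence after stimulation buffer; % is scaled to controls: 0 for no effect and ±100 for the full control effect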
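FluxOr-based Tl+ influx in U2OS cells transduced with KCNH2 3.1 virus; rate constants normalized to DMSO controls.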
hERG WT inh: KCNH2 (human, wildtype) channel inhibition; Q12809; U2OS, BacMam KCNH2, thallium flux FluxOr; active compounds read low; activity change, % at 1.84 µM; 0.37% of 340,000 active; AID 720551;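 active = maximum activity change below -70%; inconclusive = maximum activity change between -70% and -50%; inactive = maximum activity change above -50%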; also: % is scaled to controls: 0 for no effect and ±100 for the full control effect
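U2OS cells transduced with wild-type KCNH2 virus are loaded with FluxOr dye for 45 min, and thallium flux is measured in kinetic reads before and after stimulation buffer. Rate constants are normalized to DMSO controls.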
Coupling enz: coupling enzyme interference in Giardia aldolase counter-screen; AID 2472; coupling enzyme system counterscreen, AmpLite Red fluorescence; 0.67% of 290,000 active; activity change, negative = inhibition, % at 58.2 µM, hits read low; in the data active = activity change below about -30%; also: % is scaled to controls: 0 for no effect and ±100 for the full control effect
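Counterscreen of the coupled detection system alone, without aldolase: glyceraldehyde-3-phosphate coupling enzymes plus AmpLite Red readout. Compounds at 57.5 uM final, 10 min RT preincubation, 20 min RT reaction, fluorescence 525/598 nm.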
GALK inh: inhibitors of human galactokinase | Purified GALK, Kinase-Glo residual ATP luminescence | AID 1868 | Potency, µM (highest dose often 57.5 µM), for inactives: at the highest dose activity change, negative = inhibition, most hits filed as inhibitors | 0.007% of 270,000 active; also: potency is read from the fitted curve at half-maximal effect; % is scaled to controls: 0 for no effect and ±100 for the full control effect
Target sequence (P51570 whole entry, looked up): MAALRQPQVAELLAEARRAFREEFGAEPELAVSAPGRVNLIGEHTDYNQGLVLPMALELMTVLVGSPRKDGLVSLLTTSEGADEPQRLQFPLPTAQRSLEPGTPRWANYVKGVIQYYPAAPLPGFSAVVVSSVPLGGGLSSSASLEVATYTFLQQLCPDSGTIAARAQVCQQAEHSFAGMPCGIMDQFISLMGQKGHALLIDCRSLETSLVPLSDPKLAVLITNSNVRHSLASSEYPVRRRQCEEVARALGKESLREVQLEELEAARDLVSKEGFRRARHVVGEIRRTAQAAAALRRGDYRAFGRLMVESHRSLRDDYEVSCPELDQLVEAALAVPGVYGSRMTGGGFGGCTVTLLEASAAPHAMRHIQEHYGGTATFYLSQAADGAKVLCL
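Compounds were pin-transferred into ATP buffer (35 uM final), then GALK plus galactose (5 nM, 100 uM final) was added. After 1 h at room temperature, Kinase-Glo Plus was added and luminescence read after 10 min.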
TRPV1 ag: activates the human vanilloid receptor TRPV1 | Q8NER1 | activation, % at 8.33 µM | 0.19% of 320,000 active | TRPV1-expressing cells, Fluo-8 calcium influx, agonist mode; in the data active = activation above about 80%; inconclusive = between about 30% and that limit; also: 0% is about no effect
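TRPV1-expressing cells were cultured overnight at 35.5C and loaded with Fluo-8 calcium dye for 40 to 90 min at room temperature. After a 10 s baseline, compound was added and calcium influx was read kinetically for 3 min (ex 480/em 520 nm).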
An asterisk follows results filed as active; ? = inconclusive; nt = no result given; ! = repeats disagree; [ ] = another dose, or the depositor's remark. Unless noted, calls follow the shape of the dose curve; as a rule, active = well fitted curve in the direction sought with a large enough effect; inconclusive = small, poorly fitted or top-dose-only effect, or another doubt; inactive = no such curve, though single readings can be large; an effect the other way counts as inactive or inconclusive.

SMILES	MBNL1-CUG inh	ASM inhibitor	AT treatment	CXXC DNA block	a7 integrin act	KCNH2 3.1 inh	hERG WT inh	Coupling enz	GALK inh	TRPV1 ag
COc1ccc(C(CNC(=O)CSc2ccc(Br)cc2)N2CCOCC2)cc1 (stereo not given)	nt	4%	5%	nt	-17%	10	0	nt	nt	14
CCc1ccc(CNC(=O)CN2C(=O)COc3ccccc32)cc1	0%	1%	10%	17%	25%	-4	4	0	-1%	7
COc1ccc(C2=Nn3c(nnc3-c3ccccn3)SC2)cc1OC	?	2%	20%	-1%	-29%	-1	-10	4	1%	nt
CCC(C)N1C(=O)CN(C2CCCCCC2)C(=O)C1c1ccccc1F (stereo not given)	-4%	1%	-3%	3%	1%	6	3	1	1%	?
CCC(CC)c1nnc(NC(=O)CCCN2C(=O)c3ccccc3C2=O)s1	5%	-2%	-1%	8%	-9%	3	0	4	-2%	-2
CCN1CCN(S(=O)(=O)c2ccc(Cl)c(C(=O)N(C)Cc3cccs3)c2)CC1	nt	2%	-3%	nt	-9%	-2	-11	nt	nt	2
Cc1c(NC(=O)c2ccc(NS(=O)(=O)c3ccc(F)c(F)c3)cc2)c(=O)n(-c2ccccc2)n1C	nt	-2%	2%	nt	-12%	5	-3	nt	nt	nt
CCn1c(SCC(=O)N/N=C/c2ccccc2OCC(=O)O)nnc1-c1ccc(OC)cc1	?	0%	4%	-1%	6%	5	-8	1	0%	-4
CC1(C)CC(Cc2nc(=S)[nH][nH]2)C(=O)O1 (stereo not given)	-4%	1%	16%	-19%	21%	5	4	-2	3%	-5
COc1cc(NC(=O)COC(=O)CNC(=O)c2ccc(C)cc2)c(C)cc1[N+](=O)[O-]	?	3%	0%	5%	5%	4	-12	3	0%	-2
Cc1ccc(NC(=O)COC(=O)CCNS(=O)(=O)c2ccc(C)c(C)c2)cc1	?	-4%	4%	-2%	-6%	4	-20	5	-3%	-1
CCN1CCN(C(=O)c2oc(=O)c3ccccc3c2-c2ccc(C)cc2)CC1	-11%	-1%	4%	4%	11%	?	9	0	-1%	-2
Cc1cc(C(F)(F)F)n2nc(-c3sccc3-n3cccc3)cc2n1	0%	-4%	-3%	17%	-16%	-7	4	2	-6%	nt
Clc1ccccc1-c1nnc2sc(CCc3ccccc3)nn12	12%	-1%	-7%	-5%	-11%	15	11	0	2%	3
CCOc1ccc(C(C)NC(=O)c2cccnc2OCC)cc1OCC (stereo not given)	0%	0%	19%	14%	-10%	18	-13	3	-2%	6
COc1ccc(Cn2nnnc2CN(Cc2cc3ccc(C)cc3[nH]c2=O)C2CCCC2)cc1	14%	-10%	10%	7%	-20%	-11	3	-2	2%	6
COc1ccc(C(=O)COC(=O)c2sc(C)nc2C)cc1OC	nt	3%	-3%	nt	6%	-15	-14	nt	nt	-1
O=C(O)CC1Cc2ccccc2C1C(=O)O (stereo not given)	nt	3%	nt	nt	-15%	-2	-5	nt	nt	nt
COc1ccc(-n2nc(C(=O)NCC(=O)N3CCC(C)CC3)c3ccccc3c2=O)c(OC)c1	10%	-2%	2%	-4%	9%	2	-13	3	-1%	?
COc1ccc(CC(=O)Nc2ccc(-c3cn4ccc(C)cc4n3)cc2)cc1	1%	-1%	2%	45%[activator]	-17%	-50	0	2	-3%	2
O=[N+]([O-])c1ccc(Sc2n[nH]c(-c3ccccc3)n2)nc1	?	4%	-2%	3%	-34%	8	12	-2	2%	-4
CCN1CCN(S(=O)(=O)c2ccc(Cl)c(C(=O)Nc3nnc(C)s3)c2)CC1	nt	-1%	-2%	nt	-4%	3	-1	nt	nt	0
COc1ccc(C(=O)O)cc1S(=O)(=O)Nc1ccccc1-c1ccccc1	-4%	9%	5%	1%	4%	-19	-5	6	0%	1
COc1ccccc1/C=N/Nc1nccnc1Cl	6%	8%	nt	-7%	-13%	-19	1	12	3%	-4
COc1cc(-c2nnc(CSc3nnc4nc(C)cc(C)n34)o2)cc(OC)c1OC	0%	1%	-1%	1%	-2%	9	3	3	-1%	-2
COC(=O)CCC(=O)OC1(C)C(=O)C2=CN(CC(C)C)C(c3ccc(OC)cc3)=CC2=C(Br)C1=O (stereo not given)	?	nt	-10%	8%	nt	nt	nt	-40*!	-1%	-1
COc1cc(OC)c(C2=NOC(C(=O)O)C2)cc1Cl (stereo not given)	5%	2%	3%	7%	15%	18	-6	4	3%	0
CCCCOc1ccc(CSc2n[nH]c(C)n2)cc1	-4%	5%	-2%	-2%	-30%	2	2	2	3%	16
OCCN1CN=C(Nc2nc3ccccc3o2)NC1	-2%	0%	1%	1%	-4%	-17	-8	3	-1%	0
CCCOc1ccc(N2C(=O)C/C(=C\c3ccccc3)C2=O)cc1	6%	-2%	5%	2%	14%	5	-2	-2	4%	-4
COc1ccc(NC(=O)CS(=O)CC(=O)NCC2OCCc3ccccc32)cc1 (stereo not given)	3%	2%	-1%	2%	?	-3	-1	1	1%	-1
COc1ccc(-n2c(=O)c3c4c(sc3n(CC(=O)Nc3cc(C)[nH]n3)c2=O)CCCC4)c(OC)c1	6%	-20%	-4%	26%	-28%	1	1	-2	0%	0
CCOC(=O)CC1CCCCN1C(=O)c1cc(COc2cccc3cnccc23)on1 (stereo not given)	?	8%	3%	39%[activator]	-47%[inhibitor]	11	9	0	-3%	10
CCOc1cc2[nH]c(=S)n(CCC(=O)NCc3ccco3)c(=O)c2cc1OCC	0%	-7%	1%	-7%	3%	12	-11	0	-3%	-1
CCCCC[C@H](O)/C=C/[C@H]1CCC(=O)[C@@H]1CCCCCCC(=O)N1CCCCC1CO (stereo not given in full)	-13%	-5%	-11%	-6%	-30%	-23	-3	6	1%	?
CCOC(=O)c1c(NC(=O)CSc2n[nH]c(CNc3ccccc3)n2)sc(C)c1C	2%	0%	-5%	9%	-8%	-9	3	1	-1%	1
O=C(N/C(=C\c1ccc([N+](=O)[O-])cc1)C(=O)N1CCCCC1)c1ccccc1	?	-2%	-4%	1%	-23%	1	5	2	0%	-2
CCOC(=O)C(NC(=O)CCl)(Nc1sc(C)c(CC)c1C#N)C(F)(F)F (stereo not given)	-14%	3%	-5%	1%	-50%[inhibitor]	9	0	-2	2%	2
CCOc1ccc(-c2[nH]ncc2Oc2ccccc2OC)c(O)c1	-4%	-11%	1%	3%	1%	3	3	-3	-2%	0
N#Cc1c(SCC(=O)Nc2nccs2)sc2c(O)cc(=O)[nH]c12	?	-6%	-4%	-5%	18%	0	1	0	1%	0
CCn1cc(C(=O)NC2CC(C)(C)Cc3c2cnn3-c2cccc(F)c2)cn1 (stereo not given)	3%	-1%	3%	10%	-5%	3	-4	nt	-9%	?
CCO/N=C(\C)c1c(O)c2ccccc2n(C)c1=O	nt	3%	-2%	1%	-13%	2	8	-1	-3%	0
CC(=O)Nc1ccc(OCC(O)Cn2nc(C)c(C(C)=O)c2C)cc1 (stereo not given)	7%	0%	7%	-4%	?	11	18	1	0%	-2
CCOC(=O)C1CCN(C(=O)CN2C(=O)CSc3ccc(S(=O)(=O)N4CCOCC4)cc32)CC1	-3%	2%	-7%	21%	5%	-18	0	nt	0%	0
COc1cc(NS(=O)(=O)c2ccc(N/C=C(\C=O)c3nc4ccccc4o3)cc2)nc(OC)n1	13%	-2%	1%	-2%	6%	1	1	4	-2%	4
C/C(=N\NC(=O)c1nnn(-c2nonc2N)c1-c1cccs1)c1cccnc1	-1%	1%	-18%	4%	?	-4	-6	nt	1%	6
CC(C)(C)c1cccc(Oc2nn[nH]n2)c1	-2%	0%	5%	-10%	4%[7.66 µM]	-4	9	19	-2%	nt
CCCCOc1ccc(/C=C/C2=CC(C)(C)NC(=S)N2)cc1OCC	-3%	-4%	12%	1%	23%	1	-6	0	0%	1
Cc1ccc(S(=O)(=O)/N=S(\C)CC2CC2(Cl)Cl)cc1 (stereo not given)	13%	-3%	-2%	-2%	-10%[7.66 µM]	2	0	-4	-3%	-1

3 compounds out of the list, sorted by SMILES length, low to high:
SMILES	MBNL1-CUG inh	ASM inhibitor	AT treatment	CXXC DNA block	a7 integrin act	KCNH2 3.1 inh	hERG WT inh	Coupling enz	GALK inh	TRPV1 ag
Cc1ccc(S(=O)(=O)/N=S(\C)CC2CC2(Cl)Cl)cc1 (stereo not given)	13%	-3%	-2%	-2%	-10%[7.66 µM]	2	0	-4	-3%	-1
CCCCOc1ccc(/C=C/C2=CC(C)(C)NC(=S)N2)cc1OCC	-3%	-4%	12%	1%	23%	1	-6	0	0%	1
CC(=O)Nc1ccc(OCC(O)Cn2nc(C)c(C(C)=O)c2C)cc1 (stereo not given)	7%	0%	7%	-4%	?	11	18	1	0%	-2
